Bioassay records as filed in PubChem.
LYPLA1 inh = LYPLA1 inhibitors, primary screen, counter-screen for PME1 inhibitor project, biochemical, fluorescence polarization, FP-Rh probe ABPP | 0.16% of 320,000 active | Acyl-protein thioesterase 1 (Homo sapiens), O75608 | AID 2174, 2009 | inhibition, % at 5.9 µM | recombinant LYPLA1;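 active = inhibition above the mean of all tested compounds plus 3 SD, set per campaign, cut at about 14% in these data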;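 note: inhibitors block serine hydrolase probe labeling of LYPLA1 so polarization falls; 0% = enzyme with DMSO and 100% = wells lacking LYPLA1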
PAFAH2 FP inh = PAFAH2 enzyme inhibitors, primary screen, biochemical, fluorescence polarization, human; Platelet-activating factor acetylhydrolase 2, cytoplasmic (Homo sapiens), Q99487; recombinant PAFAH2, FP-rhodamine activity probe; inhibition, % at 3.39 µM; 0.99% of 340,000 active;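 active = inhibition above the mean over all tested compounds plus 3 SD, cut at about 30% in these data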;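 note: inhibitors block probe labeling of enzyme so polarization drops; 0% = enzyme with DMSO and 100% = wells lacking PAFAH2 protein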
PAD4 inh = human PAD4 inhibitors, primary screen, biochemical, fluorescence polarization, 1536-well format; Protein-arginine deiminase type-4 (Homo sapiens), Q9UM07; recombinant PAD4, RCA probe fluorescence polarization; inhibition, % at 6.36 µM; 0.41% of 330,000 active; AID 485272, 2010;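 active = percent inhibition above a cutoff equal to the mean of all tested compounds plus 3 SD, cut at about 15% in these data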;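 note: 0% = PAD4 with RCA probe and DMSO and 100% = probe without PAD4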
PAFAH1B2 FP inh = PAFAH1B2 enzyme inhibitors, primary screen, biochemical, fluorescence polarization, human; Platelet-activating factor acetylhydrolase IB subunit alpha2 (Homo sapiens), P68402; recombinant PAFAH1B2, FP-rhodamine activity probe; inhibition, % at 3.39 µM; 1.2% of 340,000 active; AID 492953, 2010;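 active = inhibition above the mean of all tested compounds plus 3 SD, cut at about 24% in these data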;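 note: 0% = enzyme with DMSO and 100% = wells lacking PAFAH1B2; many of its hits are not listed in these tables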
pPAFAH inh = pPAFAH enzyme inhibitors, primary screen, biochemical, fluorescence polarization, human; Platelet-activating factor acetylhydrolase (Homo sapiens), Q13093; recombinant pPAFAH, FP-rhodamine probe fluorescence polarization; inhibition, % at 3.39 µM; 1.5% of 330,000 active; AID 463082, 2010;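 active = inhibition above the mean inhibition across the screen plus 3 SD, cut at about 25% in these data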;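 note: inhibitors block binding of the rhodamine activity-based probe so polarization drops; 0% = enzyme with DMSO and 100% = wells lacking pPAFAH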
PAFAH1B3 inh = PAFAH1B3 enzyme inhibitors, primary screen, biochemical, fluorescence polarization, human. AID 492972, 2010. inhibition, % at 3.39 µM. recombinant PAFAH1B3, FP-rhodamine probe. 0.28% of 340,000 active;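 active = inhibition above the screen-wide average of all tested compounds plus 3 SD, cut at about 25% in these data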;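 note: 0% = enzyme with DMSO only and 100% = wells lacking PAFAH1B3 protein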
LYPLA2 counter = LYPLA2 inhibitors, primary screen, counter-screen for PME1 inhibitor project, biochemical, fluorescence polarization, FP-Rh probe ABPP | recombinant LYPLA2 | inhibition, % at 5.9 µM | 0.38% of 320,000 active;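 active = inhibition above the screen-wide mean plus 3 SD, limit set per campaign, cut at about 26% in these data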;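 note: 0% = LYPLA2 with DMSO and 100% = wells lacking LYPLA2 enzyme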
Target sequence (O95372 whole entry, looked up): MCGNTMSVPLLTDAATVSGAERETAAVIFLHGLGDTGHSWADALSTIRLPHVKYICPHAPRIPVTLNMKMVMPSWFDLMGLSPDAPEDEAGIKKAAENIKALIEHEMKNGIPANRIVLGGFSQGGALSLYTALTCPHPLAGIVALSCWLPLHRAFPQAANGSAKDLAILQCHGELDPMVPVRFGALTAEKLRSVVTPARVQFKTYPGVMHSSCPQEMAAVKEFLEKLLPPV
GSTO1 inh = inhibitors of recombinant GSTO1, primary screen, counter-screen for RBBP9 inhibitor project, biochemical, fluorescence polarization; Glutathione S-transferase omega-1 (Homo sapiens), P78417; activity-based probe fluorescence polarization; inhibition, % at 5.96 µM; 1.1% of 300,000 active;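 active = inhibition above the campaign mean inhibition plus 3 SD, cut at about 35% in these data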;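 note: 0% = GSTO1-1 with DMSO and 100% = wells lacking GSTO1-1 enzyme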
PREPL inh = PREPL enzyme inhibitors, primary screen, biochemical, fluorescence polarization; 0.68% of 320,000 active; recombinant PREPL, fluorescence polarization activity-based probe; inhibition, % at 5.96 µM; Prolyl endopeptidase-like (Homo sapiens), Q4J6C6; in the data active = inhibition above about 43%;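 note: 0% = enzyme with DMSO and 100% = wells lacking enzyme; many of its hits are not listed in these tables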
Target sequence (Q4J6C6 whole entry, looked up): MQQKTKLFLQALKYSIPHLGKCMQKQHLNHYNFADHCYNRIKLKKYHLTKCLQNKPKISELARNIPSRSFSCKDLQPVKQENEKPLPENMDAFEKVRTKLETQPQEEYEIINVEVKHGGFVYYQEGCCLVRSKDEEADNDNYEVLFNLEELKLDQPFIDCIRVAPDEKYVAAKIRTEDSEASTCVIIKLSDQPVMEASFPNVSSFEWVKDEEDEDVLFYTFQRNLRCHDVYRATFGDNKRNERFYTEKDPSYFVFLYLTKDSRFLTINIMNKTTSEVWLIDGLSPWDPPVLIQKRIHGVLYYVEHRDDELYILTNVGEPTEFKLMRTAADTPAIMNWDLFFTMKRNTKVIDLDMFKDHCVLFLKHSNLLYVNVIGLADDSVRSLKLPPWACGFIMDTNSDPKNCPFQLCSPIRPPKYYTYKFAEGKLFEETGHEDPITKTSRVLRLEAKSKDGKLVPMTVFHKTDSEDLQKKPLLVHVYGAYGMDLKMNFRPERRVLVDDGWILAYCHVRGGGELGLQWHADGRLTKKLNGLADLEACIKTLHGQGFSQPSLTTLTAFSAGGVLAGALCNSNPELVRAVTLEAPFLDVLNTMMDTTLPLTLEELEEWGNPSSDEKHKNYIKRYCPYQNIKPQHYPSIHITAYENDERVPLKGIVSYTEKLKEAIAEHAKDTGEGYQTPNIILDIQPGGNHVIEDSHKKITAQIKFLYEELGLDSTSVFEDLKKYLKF
An asterisk follows results filed as active; / = not tested or not shown. A portion of the library, so the mix of outcomes need not match the whole.

entry	compound	LYPLA1 inh	PAFAH2 FP inh	PAD4 inh	PAFAH1B2 FP inh	pPAFAH inh	PAFAH1B3 inh	LYPLA2 counter	GSTO1 inh	PREPL inh
1	CCOC(=O)C1=C(CN2CCN(C(=O)c3ccco3)CC2)NC(=O)NC1c1ccc(Cl)cc1 (stereo unspecified)	2	4	-1	3	2	6	5	-7	11
2	CCCCc1nc2cc(C(=O)N3CCCCC3C(=O)OC)ccc2o1 (stereo unspecified)	-1	0	0	4	2	8	1	2	-1
3	CCn1cc(CNCc2cn(-c3ccccc3C)nc2-c2ccc(OC)c(F)c2)cn1	3	-1	-1	2	-5	9	4	3	-10
4	S=c1[nH]nc(COc2ccc3c(c2)OCO3)n1-c1ccccc1	-1	9	-6	4	5	14	8	2	2
5	O=C(c1ccc(Cl)cc1)N1CCN(c2ncccn2)CC1	0	6	1	3	3	1	-9	1	4
6	Cc1cc(S(=O)(=O)N(C)CCc2ccccc2)ccc1-n1cnnn1	1	-6	-1	5	0	7	-2	-1	-11
7	COc1ccc(-c2nc(N)ncc2-c2csc(C)n2)c(O)c1OC	0	11	-1	-3	-2	-2	2	3	16
8	Cc1nc(SCc2ccc([N+](=O)[O-])cc2)nc2ccccc12	-2	7	0	8	-5	9	2	2	11
9	CCC(C)(C)NC(=O)CN(C(=O)c1csnn1)c1ccccc1-c1ccccc1	-1	9	-6	7	-1	1	-7	0	5
10	COc1ccccc1Cc1nnnn1CC(=O)O	3	-3	-3	-3	-2	-10	6	-1	8
11	Cc1ccc(C(=O)N2CCN(S(=O)(=O)c3ccccc3C#N)CC2)cc1S(=O)(=O)N1CCOCC1	2	11	-5	0	0	9	-1	/	7
12	COCCNC(=O)CN(C)S(=O)(=O)c1ccc(Br)cc1	1	-2	-2	3	2	5	-3	1	4
13	Cc1sc2ncnc(SCC(=O)NNC(=O)COc3cccc4ccccc34)c2c1C	3	-4	-6	-5	-4	-6	5	17	2
14	Cc1c(Br)cc(C(=O)OC2CCN(C)CC2)c(C)c1C	2	-2	1	1	1	-2	3	-1	-12
15	COc1cc(/C=N/n2c(C)n[nH]c2=S)ccc1OCc1ccccc1	-4	-4	1	-2	1	0	1	-3	25
16	COc1ccc(CN2C(=O)CN=C2Nc2cccc(C)c2C)cc1	3	-3	0	7	-2	4	-3	0	-28
17	COCCNc1ccc(-c2n[nH]c(=O)c3ccccc23)cc1[N+](=O)[O-]	0	-9	3	-3	6	-7	1	2	6
18	COc1ccc(C2C3=C(CCCC3=O)NC3=C2C(=O)c2ccccc23)cc1 (stereo unspecified)	0	/	-3	/	13	/	4	2	14
19	CCOc1ccc(NC(=O)CCN2C(=O)C3CCCCC3C2=O)cc1OCC (stereo unspecified)	0	-3	1	-2	0	-4	0	5	4
20	CCCc1cc(=O)[nH]c(SCC(=O)N2CCc3ccccc32)n1	/	8	-4	5	10	4	/	/	12

Next part.
entry	compound	LYPLA1 inh	PAFAH2 FP inh	PAD4 inh	PAFAH1B2 FP inh	pPAFAH inh	PAFAH1B3 inh	LYPLA2 counter	GSTO1 inh	PREPL inh
21	CC(C)COC(=O)c1ccc2c(c1O)C(=O)c1ccccc1C2=O	1	4	-19	0	4	7	6	25	16
22	C/C(CC(=O)Nc1cc(C)ccn1)=N\NC(=O)c1ccc(C(C)(C)C)cc1	-3	5	-4	0	7	2	-8	1	6
23	COc1ccc(CCNC(=O)CCCn2nc(C)c([N+](=O)[O-])c2C)cc1OC	2	-2	-1	1	4	1	2	4	-4
24	Cn1c(CC(=O)NN)c(Sc2ccccc2)c2ccccc21	-4	-1	-2	0	9	5	4	0	0
25	COc1ccc(Br)cc1/C=N/NC(=O)c1ccc(COc2ccc3c(c2)CCC3)o1	-3	3	-3	4	1	6	-6	-7	2
26	O=C(NCc1ccccc1CN1CCCC1)c1cc2cc(Cl)ccc2o1	-3	4	1	3	0	1	4	/	24
27	Cc1cccc(-c2noc(CCCC(=O)N3CCOCC3)n2)c1	-1	3	1	8	-4	10	-1	3	10
28	COc1ccc(S(=O)(=O)Nc2c(C)n(C)n(-c3ccccc3)c2=O)c(Cl)c1Cl	-1	-3	-1	3	62*	-2	-1	-4	-5
29	Brc1ccsc1/C=N/Nc1ccccc1	-3	8	-5	2	2	11	-2	4	29
30	CCOC(=O)c1c(-c2ccccc2)oc2ccc(O)c(CN(C)C)c12	0	-3	1	4	4	12	3	7	-2
31	Cc1ccc2nc(N3CCN(C(=O)c4ccc(F)cc4)CC3)c(C#N)cc2c1	-3	-1	-3	8	-4	16	4	3	6
32	O=C(CSc1nnc(-c2cccs2)n1-c1ccccc1)N1CCOCC1	0	2	0	-1	3	2	6	4	-8
33	CC(=O)N1CCN(c2ccc(NCc3ccc(F)cc3)cc2)CC1	2	8	8	11	17	-2	-2	4	67*
34	N#Cc1ccc(CSc2ccc(S(=O)(=O)N3CCCC3)cn2)cc1	-2	5	2	6	-1	6	3	/	19
35	Cc1ccc(C(=O)OCC(=O)N2CCC(Cc3ccccc3)CC2)cc1N	3	7	-4	-3	10	3	4	-7	0
36	CCc1nnc(NC(=O)CC23CC4CC(CC(C4)C2)C3)s1	4	7	2	19	4	2	-2	4	3
37	CC(Nc1c([N+](=O)[O-])c(=O)oc2ccccc12)c1ccccc1 (stereo unspecified)	0	-9	-3	4	-2	-2	-3	-44	-4
38	CCCCOc1c(Cl)cc(CNC(C)(C)CO)cc1OCC	2	-3	-4	3	-2	1	-4	-2	-6
39	O=C(N/N=C/c1cccc(NC(=O)c2ccc(Cl)cc2)c1)c1cccc(O)c1	-35	-43	-3	-21	-16	-29	-69	-53	-24
40	CCOc1ccc(S(=O)(=O)n2ccnc2C)cc1	3	/	0	/	0	/	5	7	2

(list continues)
entry	compound	LYPLA1 inh	PAFAH2 FP inh	PAD4 inh	PAFAH1B2 FP inh	pPAFAH inh	PAFAH1B3 inh	LYPLA2 counter	GSTO1 inh	PREPL inh
41	Cn1c(=O)c2c(ncn2CC(=O)N/N=C/c2c[nH]c3ccccc23)n(C)c1=O	-2	/	3	/	0	/	-4	-3	11
42	CCn1c2ccccc2c2nnc(SCCN3CCOCC3)nc21	4	-7	-7	-2	-6	2	6	2	7
43	CCn1c(SCC(=O)NCc2ccc3c(c2)OCO3)nnc1-c1cccs1	-2	0	-1	5	-4	6	-1	4	3
44	CCC(C)NCCOCCOc1cc(C)c(Cl)c(C)c1 (stereo unspecified)	-3	-2	-2	1	2	-3	0	1	-6
45	COc1ccc(C2CC3(O)NC(=O)C(C#N)(C3C)C2(C#N)C#N)cc1 (stereo unspecified)	2	/	3	/	3	/	-2	4	4
46	COc1cccc(C(c2sc3nc(C)nn3c2O)N2CCN(c3ccccc3F)CC2)c1 (stereo unspecified)	0	8	-1	7	2	2	4	1	5
47	O=C(CSc1nc(=O)n2ccccc2n1)OCc1ccccc1	-1	0	-4	-2	7	5	1	5	12
48	O=C1c2ccccc2-c2onc3ccc(NCCCn4ccnc4)c1c23	105*	/	106*	/	105*	/	112*	105*	110*
49	Cn1c(Cl)c(/C=N/OC(=O)C2CC2)c2ccccc21	3	5	4	-2	-6	4	4	6	5
50	COc1ccc(NC(=O)COC(=O)c2cc(OC)c(OC)c(OC)c2)c([N+](=O)[O-])c1	2	-1	1	5	7	7	3	8	-6
51	COc1ccc(C(=O)N2CCC(n3nccc3NC(=O)C3CCOC3)CC2)cc1 (stereo unspecified)	-4	4	-2	2	1	-5	-5	-1	9
52	Cc1sc2nc[nH]c(=O)c2c1-c1ccc(F)cc1	1	-5	-1	-3	-8	6	-1	10	9
53	Cc1cccc([C@@H]2[C@@H]3C(=O)N(Cc4ccccc4)C(=O)[C@@H]3[C@]3(CC(C)C)C(=O)N(c4cccc(Cl)c4)C(=O)N23)c1	-7	-2	0	8	-1	1	-5	2	-3
54	O=C(Nc1ccc2c(c1)oc1ccccc12)N1CCOCC1	0	-7	-2	3	6	-6	7	-2	-10
55	CCN1CCN(Cc2nc3c(c(=O)n(C)c(=O)n3C)n2C(C)C(C)=O)CC1 (stereo unspecified)	5	0	1	1	-5	6	8	4	7
56	CCN1CC(CN(C)Cc2nc(-c3cccs3)no2)CC1=O (stereo unspecified)	1	-1	1	3	1	3	-5	7	11
57	COC(=O)c1ccccc1S(=O)(=O)N1Cc2cc([N+](=O)[O-])ccc2Oc2ccccc21	-2	7	-1	1	7	0	-5	-12	0
58	CCC(Sc1nc2ncccc2[nH]1)C(=O)N1CCOCC1 (stereo unspecified)	1	2	4	4	10	4	-3	1	0
59	CC1(c2ccc(OCC(N)=O)cc2)NC(=O)NC1=O (stereo unspecified)	3	6	-7	1	2	3	-8	-6	-1
60	Cc1ccccc1Cc1c(C)nc2c(C(=O)N3CCN(Cc4ccc5c(c4)OCO5)CC3)cnn2c1C	-2	-24	0	-1	4	-3	-3	-1	14
61	COc1ccc(C2/C(=C(/O)c3ccc4c(c3)CC(C)O4)C(=O)C(=O)N2Cc2cccnc2)cc1 (stereo unspecified)	-2	-9	1	0	3	4	6	6	13
